TWEAK-Fn14 inh = TWEAK-Fn14 signaling inhibition | TWEAK-stimulated Fn14 reporter cells, luciferase luminescence, 8 h | inhibition, % at 10 µM | actives 2% (n = 360,000) | AID 1159606; in the data active = inhibition above about 50%
COUP-TFII inh = blocks human COUP-TFII nuclear receptor. actives 0.7% (n = 370,000). inhibition, % at 8.6 µM. HEK293T NGFI-A luciferase reporter, luminescence. P24468;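 active = inhibition above a per-plate cutoff, mean inhibition of test wells between control levels plus 3 SD, cut at about 38% in these data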;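 also: cells cotransfected with COUP-TFII expression vector driving the NGFI-A reporter; 0% = median of COUP-TF2 test wells and 100% = reporter-only cells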
Target sequence (P24468 whole entry, looked up): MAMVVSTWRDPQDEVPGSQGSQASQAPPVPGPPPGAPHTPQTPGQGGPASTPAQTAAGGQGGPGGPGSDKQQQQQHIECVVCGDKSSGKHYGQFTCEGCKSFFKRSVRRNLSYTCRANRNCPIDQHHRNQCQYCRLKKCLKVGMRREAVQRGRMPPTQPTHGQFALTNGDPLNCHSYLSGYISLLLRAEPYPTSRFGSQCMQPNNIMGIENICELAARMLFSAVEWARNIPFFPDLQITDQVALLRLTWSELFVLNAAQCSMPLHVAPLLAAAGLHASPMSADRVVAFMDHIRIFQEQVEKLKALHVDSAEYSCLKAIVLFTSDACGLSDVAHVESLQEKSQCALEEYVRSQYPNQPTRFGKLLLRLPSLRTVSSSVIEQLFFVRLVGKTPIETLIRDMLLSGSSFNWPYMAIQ
CF NFkB inh = blocks PAF-induced NF-kB reporter in cystic fibrosis cells; actives 0.86% (n = 360,000); inhibition, % at 5 µM; KKLEB NF-kB-GFP reporter, GFP fluorescence overnight;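 active = at least 50% inhibition at 5 µM, scaled per plate between neutral and stimulator controls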;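 also: PAF is a Pseudomonas aeruginosa culture filtrate used as stimulus; plate controls were PAF-stimulated DMSO wells for no effect and unstimulated DMSO wells for full effect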
NCOA1 inh = human NCOA1 inhibition; AID 588354; actives 0.12% (n = 360,000); inhibition, % at 3.6 µM; HEK293 GAL4-SRC1 luciferase reporter, luminescence; Q15788;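 active = inhibition above the campaign mean plus 3 SD, with each screening campaign given its own cutoff, cut at about 60% in these data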;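 also: 0% = DMSO treated cells and 100% = gossypol at 36 µM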
LRH-1 inv ag = NR5A2 inverse agonism in reporter assay. O00482. actives 0.13% (n = 360,000). HEK293T StAR-luciferase reporter, LRH-1 transfected, 24 h. AID 602396. inhibition, % at 3.6 µM;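 active = inhibition above the mean inhibition of all tested compounds plus 3 SD, cut at about 73% in these data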;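 also: 0% = DMSO wells and 100% = reporter-only cells lacking LRH-1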
Target sequence (O00482 whole entry, looked up): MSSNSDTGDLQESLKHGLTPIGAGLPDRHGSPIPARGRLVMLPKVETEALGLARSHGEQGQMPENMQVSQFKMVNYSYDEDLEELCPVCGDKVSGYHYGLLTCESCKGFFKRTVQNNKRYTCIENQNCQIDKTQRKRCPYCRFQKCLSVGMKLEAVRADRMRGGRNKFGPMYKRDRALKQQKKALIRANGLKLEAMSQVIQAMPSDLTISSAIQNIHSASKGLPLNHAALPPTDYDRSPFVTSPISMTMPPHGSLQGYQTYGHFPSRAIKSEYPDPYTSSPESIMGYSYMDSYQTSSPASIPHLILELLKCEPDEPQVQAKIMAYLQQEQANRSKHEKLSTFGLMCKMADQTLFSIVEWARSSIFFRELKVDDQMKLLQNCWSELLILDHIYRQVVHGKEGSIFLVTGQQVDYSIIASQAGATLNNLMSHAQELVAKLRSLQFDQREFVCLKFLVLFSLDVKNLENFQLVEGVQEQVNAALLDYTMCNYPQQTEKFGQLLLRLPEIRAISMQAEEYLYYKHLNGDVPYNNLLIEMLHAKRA
TROY signal inh = inhibitors of TROY-dependent NF-kB signaling; inhibition, % at 10 µM; actives 0.98% (n = 360,000); Q293 LMP1-TROYcd NF-kB luciferase reporter, 4 h;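 active = compounds whose plate-normalised and pattern-corrected inhibition of the luciferase reporter signal at the single screening dose is 50% or more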
C8 TRAIL sens = caspase-8 TRAIL sensitization; inhibition (viability loss, TRAIL sensitization), % at 10 µM; NB7+C8 cells + TRAIL, ATPlite viability luminescence; actives 1% (n = 360,000);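 active = compounds causing at least 50% loss of cell viability in the single-dose screen, relative to plate controls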
SRC3 inh = human NCOA3 inhibition. HEK293 GAL4-SRC3 luciferase reporter, luminescence. inhibition, % at 3.6 µM. actives 0.17% (n = 360,000). AID 588352;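 active = inhibition above a per-campaign cutoff, the mean of all compounds plus 3 SD, cut at about 60% in these data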;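 also: 0% = DMSO-treated cells and 100% = gossypol-treated cells at 36 µM; higher means less SRC3-driven luciferase light from the GAL4 reporter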
Shn3 3UTR inh = reduces Shn3 3'UTR luciferase signal in osteoblasts; actives 0.52% (n = 360,000); inhibition, % at 12.5 µM; Clone20 osteoblast Shn3 3'UTR firefly luciferase, 24 h;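 active = mean inhibition of at least 75% with every replicate also reaching 75%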;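 also: 0% = median of neutral control wells and 100% = pilot-screen positive control compound; some compounds past the cut are filed as inactive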
KKLEB cytotox = reduces viability of KKLEB cystic fibrosis airway cells; KKLEB CF airway cells viability, ATPlite luminescence, overnight; hits give low values; cells stimulated with P. aeruginosa culture filtrate; actives 0.36% (n = 360,000); activity change (cytotoxicity), % at 5 µM; AID 602141;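 active = corrected activity change at or below -50% at 5 µM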
LMP1 NFkB inh = Epstein-Barr LMP1 NF-kappaB reporter inhibition | LMP1-induced NF-kappaB luciferase reporter cells, luminescence | inhibition, % at 12.5 µM | actives 0.69% (n = 350,000); in the data active = inhibition above about 41%;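 also: 0% = neutral control wells and 100% = reference inhibitor control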
* hit, by the source's call; nt = not tested or not shown. This is a subset, so the mix of outcomes need not match the whole.

Value order: TWEAK-Fn14 inh	COUP-TFII inh	CF NFkB inh	NCOA1 inh	LRH-1 inv ag	TROY signal inh	C8 TRAIL sens	SRC3 inh	Shn3 3UTR inh	KKLEB cytotox	LMP1 NFkB inh
> Cc1n[nH]c(=S)n1Cc1ccccc1
  -1	9	-31	-32	4	8	-2	5	3	26	2
> CCOC(=O)N1CCN(C(=O)/C(=C/c2ccccc2OC)NC(=O)c2ccccc2)CC1
  14	13	-2	-2	-9	7	-4	1	6	-1	7
> CCC(=O)N1CCc2nc(-c3ccccc3)sc2C1
  -23	-42	-24	-39	-62	-36	-15	-32	-31	11	-2
> C/C(=N\NC(=O)C(O)c1ccccc1)c1ccc(Cl)cc1 (stereo not drawn)
  -7	3	-4	-5	19	5	-9	5	8	-11	8
> Cn1c(CNC(=O)c2ccccc2)nnc1SCC(=O)Nc1nccs1
  4	2	-10	-6	-10	-9	4	4	10	6	-12
> Cc1nnc(NC(=O)CSC2CCCCC2)s1
  0	-16	-7	-17	3	-22	-8	-9	2	-3	5
> CC(CCc1ccccc1)NC(=O)CNC(=O)c1ccccc1Br (stereo not drawn)
  5	-4	4	9	-1	-5	-14	0	-7	3	-1
> CCOc1ccccc1NC(=O)CSc1nc2cccnc2n1C
  11	2	9	6	0	26	9	13	11	-7	7
> CCOC(=O)N1CCN(S(=O)(=O)c2ccc3c(c2)NC(=O)CO3)CC1
  8	4	-5	-1	2	14	-18	7	-7	2	-4
> O=C1NC(=O)N(Cc2ccccc2)C1=O
  11	8	4	-13	-18	14	-12	-2	-4	-3	-5
> COc1cc(OC)c(NS(=O)(=O)c2ccc(Cl)c(C(=O)OC(C)C(=O)N3CCCC3)c2)cc1Cl (stereo not drawn)
  24	23	2	28	16	10	26	4	76	-1	1
> COC(=O)c1cc(CC(=O)c2ccc(O)cc2O)c(C)o1
  -2	-17	-1	-4	-10	-13	2	13	16	4	-13
> O=C(CSc1nnnn1-c1ccccc1)NC1CCCc2ccccc21 (stereo not drawn)
  16	22	-12	5	-6	0	0	0	10	8	-3
> CC1(C)Cn2c(nc(=O)c3c2NCN(CCc2ccccc2)C3)S1
  -8	nt	18	9	-14	-9	-4	13	17	-9	37
> O=c1c2c(nc3c(-c4ccc(Cl)cc4)c[nH]n13)CCC2
  36	12	31	2	13	20	31	17	-12	-22	32
> O=C(Nc1ccccc1C(=O)O)c1ccc2ccccc2n1
  -28	-32	-8	-42	-33	-58	36	-30	-26	-5	-19
> Fc1ccccc1N=C1NN=C(c2ccccc2)CS1
  67*	-45	18	-93	-97	41	29	-116	82	-6	-49
> CCC(=O)NNC(=O)c1c(O)c2ccccc2[nH]c1=O
  1	-9	5	-9	-4	-11	3	-3	-9	9	0
> COc1ccc(C2=NN(C(=O)CCC(=O)O)C(c3ccccc3F)C2)cc1 (stereo not drawn)
  0	-15	13	-16	-6	2	15	6	1	3	5
> COc1ccc(C(=O)Nc2cc(C)nn2-c2cccc(F)c2)cc1
  -2	9	-14	-7	12	9	-6	-18	-3	12	-2
> Cc1cccc(C)c1-n1c(C)nn(CCOc2ccccc2)c1=O
  -1	2	2	3	4	1	-3	22	4	1	5
> C[C@H](CO)N1C[C@H](C)[C@H](CN(C)S(=O)(=O)c2cn(C)cn2)Oc2ccc(NC(=O)Nc3ccc(C(F)(F)F)cc3)cc2CC1=O
  -3	-6	32	7	-14	9	0	-1	2	-20	-6
> COc1ccc(/C=C/C(=O)c2ccc(OC)cc2OC)c(OC)c1
  -10	2	20	-5	3	-35	4	7	-31	-13	-1
> COc1cc(Cl)ccc1S(=O)(=O)n1nc(C)cc1C
  -4	4	6	17	-10	1	-10	19	11	-2	-13
> Cc1ccc(S(=O)(=O)NCC(=O)Nc2cccc([N+](=O)[O-])c2)cc1
  -13	11	1	9	19	-3	-6	8	9	-3	1
> CC1(C)CC(=O)N(c2cccc(C(F)(F)F)c2)C(=O)C1
  11	11	6	7	6	12	-5	2	-1	3	-80
> COc1ccccc1C1(CCNC(C)c2cccs2)CCOC(C(C)C)C1 (stereo not drawn)
  0	21	11	2	-14	-5	-8	12	11	-4	nt
> Cc1ccc(SCCC(=O)NC2CC2)cc1
  -4	-20	9	-5	-7	-25	12	1	-6	0	-11
> O=C(Nc1cc(C(F)(F)F)ccc1-n1cncn1)C1CC1
  4	14	-5	-19	2	-3	29	1	7	4	4
> CCCCNCCS(=O)(=O)NCc1ccc(OC)cc1
  12	-9	-4	-7	-4	1	-8	-27	6	6	-5
> COc1cc2c(cc1OC)CN(c1ncccc1[N+](=O)[O-])CC2
  -15	-21	26	-87	-59	-44	-4	-70	-61	-21	-6
> O=C(NC1CCN(Cc2ccccc2)CC1)c1ccccc1OCc1ccccc1Cl
  -15	11	-18	17	2	-10	10	21	8	10	2
> COc1cc(/C=N/NS(=O)(=O)c2ccc3ccccc3c2)ccc1OCc1ccc(C(=O)O)cc1
  -38	-46	2	-168	-236	-35	10	-126	32	-6	67*
> NCC(=O)NCC(=O)NC[C@H]1O[C@@H](n2cnc3c(N)ncnc32)[C@H](O)[C@@H]1O
  -38	-9	-9	8	-16	4	-4	-6	-22	13	3
> CC(C)NC(=O)OC1CC2CC1[C@H]1CCCCN1C2=O (stereo partly drawn)
  5	16	nt	nt	23	-3	-9	nt	nt	nt	nt
> COc1ccccc1N1CCN(CC(O)COc2ccc(C)c(C)c2)CC1 (stereo not drawn)
  -4	-12	-10	-17	-20	-8	0	-9	28	1	2
> CCOC(=O)C1(Cc2ccccc2C)CCCN(C(=O)CCn2nccc2C)C1 (stereo not drawn)
  17	15	-2	8	6	-9	4	15	4	-1	5
> COC(=O)c1sc(SC)c2c1CC(C)(C)C/C2=N/O
  -15	-12	17	16	5	7	1	1	-35	-7	-25
> CC(C)c1nnc(NC(=O)CCc2ccccc2)s1
  -5	15	1	-12	-2	-26	1	-34	-6	-2	-2
> CC(=O)N1CCOc2ccc(S(=O)(=O)Nc3cccc(C)c3)cc21
  -6	-4	5	17	11	-8	-14	-6	-1	-1	-3

LMP1 NFkB inh, entries above that show a hit.
SMILES | TWEAK-Fn14 inh | COUP-TFII inh | CF NFkB inh | NCOA1 inh | LRH-1 inv ag | SRC3 inh | Shn3 3UTR inh | LMP1 NFkB inh
COc1cc(/C=N/NS(=O)(=O)c2ccc3ccccc3c2)ccc1OCc1ccc(C(=O)O)cc1 | -38 | -46 | 2 | -168 | -236 | -126 | 32 | 67*

The listing continues:
Value order: TWEAK-Fn14 inh	COUP-TFII inh	CF NFkB inh	NCOA1 inh	LRH-1 inv ag	TROY signal inh	C8 TRAIL sens	SRC3 inh	Shn3 3UTR inh	KKLEB cytotox	LMP1 NFkB inh
> Cc1cccc(C)c1NC(=S)N(CCN(C)C)C(C)c1ccccn1 (stereo not drawn)
  2	3	-1	-1	-26	-15	-6	2	-3	2	-4
> Cc1ccc(NC(=O)C2C3C=CC4(O3)C2C(=O)N(CCN2CCOCC2)C4C(=O)NC2CCCCC2)cc1C (stereo not drawn)
  88*	12	-5	-12	1	-3	6	-22	-4	5	0
> Cc1ccc(C)n1-c1ccc(N2CCOCC2)cc1
  24	10	9	9	11	-3	-24	-27	-3	10	-6
> COCCCNC(=O)CCn1c(=O)c2ccccc2n(CC(=O)NCCc2ccc(OC)c(OC)c2)c1=O
  -11	10	-14	6	1	-18	11	-10	-6	-2	7
> CCN1CCN(CCOc2cccc(Cl)c2Cl)CC1
  -2	8	8	-3	11	-3	2	19	-9	13	-7
> Cc1c(NC(=O)C(C)OC(=O)CCc2ccccc2)c(=O)n(-c2ccccc2)n1C (stereo not drawn)
  8	-5	1	5	-5	-4	-16	26	16	-10	-3
> Cc1ccc2cc3c(N)c(C(=O)N4CCOCC4)sc3nc2c1
  -2	-33	2	-27	-71	-13	1	-33	-32	-1	-6
> CN(C)CCCNC(=S)N1CCC(c2nc3ccccc3[nH]2)CC1
  -12	14	-3	-64	-6	-11	-20	-6	5	-5	-6
> Cc1ccc(S(=O)(=O)NC(C(=O)Oc2ccc3c(C)c(Cl)c(=O)oc3c2)c2ccccc2)cc1 (stereo not drawn)
  6	-6	-5	11	-17	-2	8	-6	-14	-16	1
> CCOC(=O)c1c(CN2CCCCC2C)oc2ccc(OC)cc12 (stereo not drawn)
  -7	12	2	-6	-7	-5	4	-15	18	8	0
> O=C(N/N=C/c1cc([N+](=O)[O-])ccc1O)Nc1ccccc1
  11	13	22	-31	-25	2	12	25	16	-6	-4
> CCOC(=O)c1c(C)[nH]c(C(=O)COC(=O)CSCC(=O)N(CC)CC)c1C
  -3	-3	0	-15	-4	12	-19	-34	10	-9	-2
> COc1cc(NC(=O)NCC2CCN(Cc3ccccc3C)CC2)cc(OC)c1OC
  8	5	1	-5	5	18	-2	4	-6	4	0
> CCOC(=O)C1CCN(C(=O)CCC2CCCC2)CC1
  -3	17	11	-18	-24	-9	-13	-17	-9	1	1
> CCn1cc(C2=NOC(C(=O)Nc3c(C)nn(Cc4ccc(F)cc4)c3C)C2)c(C)n1 (stereo not drawn)
  4	8	1	-12	1	3	1	-2	-15	-7	1
> O=C(Cn1nc(-c2cccc([N+](=O)[O-])c2)c2ccccc2c1=O)Nc1cccnc1
  -32	-18	0	-1	2	2	1	-8	-5	-11	-3
> Nc1nonc1C(=O)NCCNCc1ccccc1OCc1ccccc1F
  8	-21	-3	-13	11	10	-12	-7	41	-6	-2
> C/C(Cl)=C/Cn1c(N2CCCC2)nc2c1c(=O)n(C)c(=O)n2C
  -10	12	11	14	0	-4	-2	12	2	-6	-3
> COc1cccc(NC(=S)N2CCN(S(=O)(=O)c3ccccc3)CC2)c1
  2	-13	20	-14	13	-23	-8	4	27	4	nt
> COc1cccc(-n2c(=O)c3sccc3n(CC(=O)NCC3CCCO3)c2=O)c1 (stereo not drawn)
  24	-1	3	5	0	-8	-8	8	-9	4	-9
> CC(=O)Nc1ccc(NC(=O)CNC(=O)c2sc3ccccc3c2Cl)cc1
  -20	8	-2	-1	-6	-1	-16	-12	-19	-8	10
> CCN1CCN(CCCNC(=O)c2ccc(NC(=O)C3=C(C)OCCS3)cc2)CC1
  -1	-5	5	10	21	0	-19	7	-6	-4	2
> Cc1cccc(NC(=O)c2c(F)c(F)c(F)c(F)c2F)c1
  -10	17	-4	-3	1	-9	-1	15	3	-4	-18
> Cc1ccc(S(=O)(=O)n2cnc3ccccc32)cc1[N+](=O)[O-]
  7	22	10	-7	-7	11	-10	-7	-5	4	29
> COc1ccccc1NC1=NC(c2ccc(Cl)cc2)N=C(N)N1 (stereo not drawn)
  -4	13	23	-2	11	21	-4	13	23	-3	-3
> C=CCN1C(=O)c2ccc(C(=O)N3CCN(S(=O)(=O)c4cccc(F)c4)CC3)cc2C1=O
  -4	-20	-6	-9	-12	-12	5	6	-2	24	1
> O=C(Nc1ccccc1Cl)O/N=C/c1ccc(F)cc1
  -24	-15	8	0	8	8	5	-1	-24	-3	-2
> CCOC(=O)C1=C(COC(=O)c2ccccc2OC)NC(=O)NC1C (stereo not drawn)
  6	-6	10	-10	-11	-26	-13	-3	-4	-16	6
> O=C(/C=C/c1cccc([N+](=O)[O-])c1)NCCSCc1c(Cl)cccc1Cl
  2	7	-3	-6	-8	-11	3	-5	0	0	4

Screening data: PubChem BioAssay, several laboratories
